Assay outcomes as filed in PubChem.
IDE inh: cellular human IDE inhibition; P14735; HEK cells, FAbetaB cleavage, fluorescence polarization; inhibition, % at 5.59 µM; 320,000 tested, 0.41% active;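 active = percent inhibition above the average of all tested compounds plus 3 SD, set per screening campaign, cut at about 16% in these data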;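 note: IDE supplied by intact live HEK cells; FP after avidin binding of uncleaved biotin substrate so inhibition keeps polarization high; 0% = DMSO wells and 100% = 60 µM reference IDE inhibitor Ii1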
IMP-1 inhibitor: blocks Pseudomonas aeruginosa IMP-1 metallo-beta-lactamase; purified IMP-1, nitrocefin hydrolysis, epi-absorbance fluorescence; inhibition, % at 5.6 µM; 290,000 tested, 0.45% active;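 active = inhibition above the mean plus 3 SD of all compounds in the same screening run, cut at about 4.5% in these data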;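 note: 0% = IMP-1 with DMSO and 100% = DMSO wells lacking enzyme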
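System: Purified recombinant IMP-1 metallo-beta-lactamase enzyme | Measured by: Fluorescence quenching readout, ex 480/em 530 nm | Replication: Singlicate | Incubation: 15 min preincubation plus 25 min reaction at 25 °C | Evaluation: Percent inhibition from optical density relative to buffer-blank wells | Benchmarks: DMSO with and without IMP-1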
p-CIP stab down: lowers stability of the mouse p/CIP coactivator protein; decrease of EGFP signal, % at 10 µM; Q05BA5; 290,000 tested, 0.01% active; F442A p/CIP-EGFP cells, EGFP fluorescence, 16 h;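 active = EGFP signal decrease of at least 30% at 10 µM or well 3 SD below plate mean, unless failing retest; inactive = the rest, including hits failing retest or dose response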; note: some compounds called inactive have numbers as strong as hits; many of its hits are not listed in these tables
VIM-2 inhibitor: inhibitors of Pseudomonas aeruginosa VIM-2 metallo-beta-lactamase; purified VIM-2, nitrocefin hydrolysis, epi-absorbance fluorescence; inhibition, % at 5.6 µM; 290,000 tested, 0.89% active; AID 1527;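 active = inhibition above the mean of all tested compounds plus 3 SD, cutoff set per screening run, cut at about 7.5% in these data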;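 note: red hydrolysis product quenches plate fluorescence so inhibitors raise well fluorescence; 0% = enzyme with DMSO and 100% = DMSO without enzyme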
CRFBP-R2 block: antagonists of CRF-binding protein/CRF-R2 receptor complex; HEK293 CRF-R2/CRF-BP, CRF-induced calcium fluorescence; inhibition, % at 11.8 µM; 350,000 tested, 0.59% active;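 active = inhibition of the ligand-induced calcium signal above about 50% at the single tested concentration, limit read from the data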
NS3 helicase inh: blocks Hepatitis C virus NS3 helicase unwinding; inhibition, % at 10.9 µM; NS3 helicase DNA unwinding, Cy5 molecular beacon fluorescence; 290,000 tested, 0.56% active; AID 1800;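 active = inhibition above the mean of all tested compounds plus 3 SD, set per campaign, cut at about 35% in these data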;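 note: 0% = DMSO wells and 100% = thioflavine S control wells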
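test system = hepatitis C virus NS3 helicase domain fragment enzyme | reagent = annealed dual-labelled DNA beacon duplex, ATP-started | times = 1 h at 25 °C | detection = Cy5 fluorescence, 0 and 60 min reads | read-out basis = percent inhibition from t60/t0 fluorescence ratio | control set = DMSO and thioflavine S | replication = one well per compound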
GalR3 antagonist: antagonists of human GalR3; O60755; HEK293 GalR3-CNG cAMP membrane potential fluorescence; galR3 body fused to GalR1 C-terminus; inhibition, % at 3 µM; 360,000 tested, 0.44% active;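 active = inhibition above the screen-wide average plus 3 SD, cut at about 13% in these data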;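 note: forskolin and galanin both at EC90 stimulate the cells; cAMP rise reported by CNG channel membrane potential dye signal; 0% = forskolin plus galanin with DMSO and 100% = forskolin alone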
Target sequence (O60755 1-299 limits assumed): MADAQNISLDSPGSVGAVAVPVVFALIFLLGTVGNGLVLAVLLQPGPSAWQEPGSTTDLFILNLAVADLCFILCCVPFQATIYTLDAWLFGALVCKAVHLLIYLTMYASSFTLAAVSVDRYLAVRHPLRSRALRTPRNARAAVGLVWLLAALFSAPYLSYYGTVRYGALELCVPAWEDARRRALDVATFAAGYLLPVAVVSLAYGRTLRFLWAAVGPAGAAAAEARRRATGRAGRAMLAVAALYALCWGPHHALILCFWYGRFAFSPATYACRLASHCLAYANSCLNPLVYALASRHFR
UBC9 SUMO inh: blocks human SUMOylation mediated by UBC9; HTRF SUMOylation assay, SAE1/SAE2 + UBC9, in vitro; inhibition, % at 35 µM; 290,000 tested, 0.36% active; in the data active = inhibition above about 50%, passing the limit was not always enough; note: strong numbers were not always called active
Target sequence (P63279 whole entry, looked up): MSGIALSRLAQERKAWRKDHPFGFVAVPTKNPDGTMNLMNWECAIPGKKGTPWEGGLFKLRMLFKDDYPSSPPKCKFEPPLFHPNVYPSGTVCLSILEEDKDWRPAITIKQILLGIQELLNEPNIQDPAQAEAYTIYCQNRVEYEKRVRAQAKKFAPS
IDE act: boosts human insulin-degrading enzyme activity in HEK cells; activation, % at 5.96 µM; 340,000 tested, 0.073% active; P14735; AID 493087; FAbeta-B cleavage, fluorescence polarization; 0% vehicle, 100% cell-free pure enzyme wells;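 active = activation above the mean of all tested compounds plus 3 SD, set per screening campaign, cut at about 17% in these data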
Starred values were filed as active, the others as inactive; / = no result given.

SMILES | IDE inh | IMP-1 inhibitor | p-CIP stab down | VIM-2 inhibitor | CRFBP-R2 block | NS3 helicase inh | GalR3 antagonist | UBC9 SUMO inh | IDE act
CCc1noc(C)c1C(=O)OCC(=O)c1ccccc1OC | 3 | -2.1 | -14 | -2.8 | 2 | 0 | -3 | -6 | 4
CCCC(=O)Nc1cc(C(=O)O)ccc1S(=O)(=O)c1ccc(C)cc1 | -4 | -3.2 | 3 | -2.9 | -8 | -3 | 2 | -1 | 5
CC(C)OC(=O)[C@H]1[C@H](c2ccc(Cl)cc2)[C@@](C#N)(C(N)=O)[C@@H]2C=CC(C(N)=O)=CN21 | / | -2.5 | -7 | -3.7 | 5 | 8 | / | 1 | -5
COc1ccccc1/C=N/NC(=O)C(=O)Nc1ccccc1OC(F)(F)C(F)F | 7 | -2.3 | -4 | -1.4 | 7 | 1 | -1 | -9 | 2
CC(C)CCNC(=O)c1cc(S(=O)(=O)N2CCCCC2)ccc1N1CCOCC1 | -4 | -1.4 | -7 | -3.1 | -2 | -3 | -8 | -3 | 0
O=C(N/N=C/c1ccc[nH]1)c1cc(-c2cccs2)nc2ccccc12 | -13 | -1.9 | -18 | -2.2 | 11 | -6 | 1 | 24 | -5
O=C(OCc1c(F)cccc1Cl)c1cccc(S(=O)(=O)N2CCOCC2)c1 | -1 | / | / | / | 2 | / | -4 | / | 3
COc1ccc(C2Nc3ccccc3C(=O)N2O)cc1OC (stereo not drawn) | -1 | -1.2 | 5 | -1.8 | 8 | -6 | 0 | -23 | 3
Cc1ccc(C(=O)OCC(=O)c2cc(C)n(CC3CCCO3)c2C)cc1 (stereo not drawn) | -7 | -0.2 | 15 | -1.2 | 79* | 0 | -6 | -6 | 5
CCCOc1ccc(N2CC(C(=O)Nc3ccccc3OC)CC2=O)cc1 (stereo not drawn) | 3 | -3.2 | -8 | -4.7 | 1 | 4 | 3 | 7 | 2
Cc1cc(NC(=O)C(C)Oc2ccc(Cl)cc2Cl)n(-c2ccccc2)n1 (stereo not drawn) | -2 | -2.8 | -8 | -3.4 | 18 | -3 | -6 | 11 | 4
O=C(N(c1ccccc1)c1ccccc1)n1ccnc1 | 5 | -1.9 | -26 | -3.0 | -7 | -1 | -4 | -11 | -4

Looked up by compound from the list above:
SMILES | IDE inh | IMP-1 inhibitor | p-CIP stab down | VIM-2 inhibitor | CRFBP-R2 block | NS3 helicase inh | GalR3 antagonist | UBC9 SUMO inh | IDE act
CC(C)OC(=O)[C@H]1[C@H](c2ccc(Cl)cc2)[C@@](C#N)(C(N)=O)[C@@H]2C=CC(C(N)=O)=CN21 | / | -2.5 | -7 | -3.7 | 5 | 8 | / | 1 | -5
O=C(OCc1c(F)cccc1Cl)c1cccc(S(=O)(=O)N2CCOCC2)c1 | -1 | / | / | / | 2 | / | -4 | / | 3
Cc1cc(NC(=O)C(C)Oc2ccc(Cl)cc2Cl)n(-c2ccccc2)n1 (stereo not drawn) | -2 | -2.8 | -8 | -3.4 | 18 | -3 | -6 | 11 | 4

Next entries follow.
SMILES | IDE inh | IMP-1 inhibitor | p-CIP stab down | VIM-2 inhibitor | CRFBP-R2 block | NS3 helicase inh | GalR3 antagonist | UBC9 SUMO inh | IDE act
CCOC(=O)C1=C(c2ccccc2)N=C2SCC(=O)N2C1c1ccc(OCC)c(OCC)c1 (stereo not drawn) | 7 | -2.8 | 0 | -3.9 | 5 | 3 | -3 | 12 | -2
Cc1cc(Br)cc(C)c1NC(=O)c1ccccc1[N+](=O)[O-] | 2 | -0.4 | -4 | 0.9 | -2 | -4 | 5 | -1 | 7
CC1=C(C(=O)N2CCOCC2)C(c2cc(C)cs2)NC(=O)N1 (stereo not drawn) | 1 | -2.1 | -24 | -4.0 | -11 | -2 | -5 | 11 | -1
C/C(=N/Nc1ccccc1C(=O)O)c1cccs1 | 0 | -1.7 | -6 | -1.5 | 7 | 24 | -8 | -2 | 4
O=C(C1CC1)N1CCN(c2nc3ccccc3s2)CC1 | 4 | 0.6 | -6 | -2.0 | 21 | -2 | 0 | 18 | 1
COCCCNS(=O)(=O)c1ccc2c3c(cccc13)C(=O)S2 | -5 | -2.5 | -10 | -2.1 | -5 | -6 | -3 | 42 | 1
COc1cccc(N2CCN(C(=O)CNC(=O)c3sc4ccccc4c3Cl)CC2)c1 | 6 | -4.4 | -5 | -3.5 | -10 | -16 | -3 | 14 | 0
Cc1ccc(C(=O)OCC(=O)NC(=O)Cc2ccccc2)c(O)c1 | 4 | -2.9 | -23 | -3.7 | -13 | 1 | 0 | -2 | 5
O=c1oc2ccccc2c(N2CCCCC2)c1[N+](=O)[O-] | 8 | -1.3 | 5 | -2.1 | 10 | -4 | -3 | 12 | 6
CCOC(=O)C1(CC2CCCCO2)CCN(Cc2ccc(OC)cc2F)CC1 (stereo not drawn) | 8 | -1.5 | -4 | -3.3 | -15 | -2 | -4 | 33 | 6
CC1O[C@@H](OC2C(O)C(O)C(CO)O[C@H]2OC2C[C@]3(C)C(CC(O)C4[C@@H]([C@]5(C)CC[C@@H](C(C)(C)O)O5)CC[C@]43C)[C@@]3(C)CCC(O)C(C)(C)C23)C(O)C(O)C1O (stereo partly drawn) | 5 | / | / | / | 1 | / | -4 | / | 21*
Cc1[nH]n(-c2ccccc2)c(=O)c1C(c1ccc(O)c([N+](=O)[O-])c1)c1c(C)[nH]n(-c2ccccc2)c1=O | 0 | -1.3 | / | 3.2 | 12 | 12 | -3 | / | 5
Cc1cc(C)c(C(=O)C(C)OC(=O)C2=COCCO2)cc1C (stereo not drawn) | 8 | -2.9 | -5 | -1.6 | 9 | 15 | -2 | -5 | -1
COc1ccc2[nH]c3c(=O)n(CCCCCC(=O)NCCC(C)C)c(=S)[nH]c3c2c1 | -4 | -3.7 | -9 | -4.9 | 5 | 0 | -7 | 43 | -1
CC(C)NC(=O)COC(=O)c1cncc(Br)c1 | 4 | -2.4 | -5 | 1.4 | -6 | 1 | 1 | 14 | 6
O=C1NC(c2ccccc2)Oc2ccccc21 (stereo not drawn) | / | -3.1 | -11 | -1.9 | 3 | 6 | -9 | 8 | 5
O=C(NCC1CCCO1)C(=O)NCC(c1ccco1)N1CCN(c2ccccc2)CC1 (stereo not drawn) | -1 | -3.1 | -3 | -3.7 | -4 | -7 | 4 | -12 | 2
Cc1ccc(-c2nnc(N(C)C(=O)c3cccnc3)s2)cn1 | 5 | 1.8 | -9 | -0.7 | 8 | -8 | -3 | 28 | 10
Cc1ccc(-c2nn[nH]n2)o1 | -2 | -1.6 | 8 | 1.7 | 15 | -7 | 6 | 0 | 4
Cc1ccccc1CN1CCN(CC(=O)NCc2ccccc2)C1=O | 1 | -3.9 | 8 | -1.5 | -17 | 3 | -8 | -6 | -1
O=C(COc1ccc(Cl)cc1)NNC(=O)c1ccc2c(=O)n3c(nc2c1)CCC3 | 5 | / | / | / | 7 | / | -5 | / | -4
O=C(Nc1ccc(N2CCOCC2)c(Cl)c1)c1ccc(Cl)cc1 | 18* | -2.0 | -5 | -2.8 | -7 | 1 | -3 | 6 | -5
CC1=NC(C)(C)Cc2cc(C)c(C)cc21 | 1 | 0.0 | -3 | -0.8 | 9 | -16 | -6 | 0 | 6
CC1=C(C(=O)Nc2ccc(C)cc2C)C(c2ccc(C)o2)NC(=O)N1 (stereo not drawn) | 2 | -3.5 | -2 | -2.0 | 14 | -8 | -7 | 6 | 4
Cc1ccc(C2NC(C(=O)O)CS2)cc1 (stereo not drawn) | -4 | -2.2 | -12 | -4.6 | / | 5 | 3 | 17 | /
CC(C)CN(CCNC(=O)CC1Oc2ccccc2NC1=O)CC(C)C (stereo not drawn) | 1 | -2.5 | -4 | -0.1 | -8 | -11 | -2 | 21 | 0
Cc1ccc(C2=C(O)c3ccccc3C(=O)C2=O)cc1 | 4 | -1.6 | 4 | -1.2 | -12 | 0 | -6 | -1 | 0
COC(=O)c1cc2c(C)[nH]c(C)c2cc(C(=O)OC)c1=O | 2 | -0.9 | -2 | -2.0 | 29 | -4 | -7 | 83 | -1
Nc1c(N(Cc2ccco2)C(=O)COc2ccccc2)c(=O)[nH]c(=O)n1Cc1ccccc1 | 2 | / | / | / | -15 | / | 0 | / | 0
CCOc1ccccc1N1CCN(S(=O)(=O)c2cc(C)ccc2OC)CC1 | -2 | -2.1 | -11 | -3.0 | 2 | -4 | -6 | 19 | 4
Cn1cc(Br)c(C(=O)N/N=C/c2cccc(OC3CSC3)c2)n1 | 2 | -0.8 | -15 | -1.6 | -24 | -5 | 4 | 8 | -1
CCOc1cc(NC(=S)Nc2ccccc2)c(OCC)cc1NC(=O)c1ccccc1 | 2 | 0.2 | -3 | -1.2 | 18 | -42 | -2 | -14 | 2
Cn1cc(S(=O)(=O)Nc2ccc(Br)cc2F)c(=O)n(C)c1=O | 2 | -3.5 | -4 | -2.0 | 71* | 5 | / | -7 | 6
Cc1cc(O)c(Sc2ncn[nH]2)cc1NS(=O)(=O)c1ccc(Cl)cc1 | 2 | / | / | / | -12 | / | 2 | / | -2
O=C(Cn1c(O)c(N=NC(=O)c2ccncc2)c2ccccc21)Nc1ccccc1 | -9 | -1.6 | -7 | -3.1 | 11 | 5 | -2 | 8 | /
NC1=NC2(CCCC2)n2c(nc3ccccc32)N1 | -2 | -1.6 | -11 | -0.5 | -5 | -16 | -2 | 13 | -3
O=C(O)C1CCN(Cc2cnn(-c3ccccc3)c2-n2cccc2)CC1 | 9 | -4.4 | / | -2.6 | 13 | 11 | -7 | / | -2
Cc1ccccc1N1CC(c2nc3ccccc3[nH]2)CC1=O (stereo not drawn) | 2 | -2.6 | -12 | 0.0 | -1 | -4 | 0 | 7 | 1
CN(C)c1nc(N)nc(N(c2ccccc2)c2ccccc2)n1 | 2 | -1.5 | -3 | 0.2 | 19 | -12 | -2 | 11 | 0
Cc1ccc(NC(=O)NCCN2C(=O)C3C4C=CC(C4)C3C2=O)cc1 (stereo not drawn) | -2 | -3.0 | 7 | -3.0 | -10 | 2 | -1 | 2 | 2
COC1=C(OC)C(=O)C(CCCCCCCCCCO)=C(C)C1=O | / | 2.9 | -18 | -1.9 | / | -2 | -4 | -16 | /
CC(=O)OC(C(=O)Nc1nccs1)c1ccccc1 (stereo not drawn) | 0 | -3.3 | -10 | -1.4 | -3 | -8 | -5 | 8 | 0
Cc1cc(SCc2c(F)cccc2Cl)nc(=O)[nH]1 | 7 | -1.6 | -4 | 0.0 | -1 | 15 | 0 | -6 | 2
NC(=O)c1ccc(SCC(=O)OCC(=O)NCc2ccco2)c([N+](=O)[O-])c1 | -2 | / | / | / | 1 | / | -4 | / | -2
CC(C)C(=O)NNC(=O)CSc1nnc(-c2ccccc2)c(-c2ccccc2)n1 | 0 | -2.3 | -6 | -1.7 | -1 | 1 | -5 | -3 | 1
CCN(Cc1ccccc1)C(c1cc2cc(C)ccc2[nH]c1=O)c1nnnn1CCOC (stereo not drawn) | 1 | -4.2 | -13 | -4.5 | -13 | -4 | -2 | 17 | 0
COC(=O)c1c(C(=O)OC)c(-c2ccc(Cl)c(Cl)c2)n2c1CCC2 | 4 | 0.2 | -10 | 1.4 | 20 | -2 | / | 12 | -4
